GAA glycogen – qHTS Assay for Inhibitors and Activators of Human alpha-Glucosidase Cleavage of Glycogen | Potency, µM (titrated, usually from 76.4 µM), without a hit: at the top dose activity change, negative = inhibition, usual class: inhibitors | 0.38% of 300,000 active | Lysosomal alpha-glucosidase (Homo sapiens), P10253 | recombinant GAA, glycogen substrate, Amplex Red glucose oxidase fluorescence;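 also: 0% = full enzyme reaction and -100% = no-enzyme basal signal; the screen sought inhibitors and activators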
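Recombinant enzyme (4 nM final) with compounds titrated up to 77 uM and bovine liver glycogen (30 ug) in citrate pH 5.0, 0.01% Tween-20, 37 C 40 min. Released glucose detected by Amplex Red/glucose oxidase (Ex 573/Em 610); AC50 from Hill fits.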
GAA inhib – qHTS Assay for Inhibitors of Human alpha-Glucosidase as a Potential Chaperone Treatment of Pompe Disease; Potency, µM (doses to about 76.9 µM), inactives show top-dose activity change, negative = inhibition, actives largely listed as inhibitors; purified human GAA, 4-MU-alpha-glucoside fluorescence; Lysosomal alpha-glucosidase (Homo sapiens), P10253; 0.005% of 200,000 active;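 also: plate controls were uninhibited enzyme wells for no effect and no-enzyme background for full effect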
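Human alpha-glucosidase, 4 nM, pre-mixed with test compounds before 400 uM 4-methylumbelliferyl substrate; 20 min room temperature at pH 5.0. Fluorescence read after pH 10 stop; AC50 values from Hill-equation fits.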
GoLoco inh red – qHTS Assay for Inhibitors of RGS12 GoLoco Motif Activity (Red Fluorophore). Potency, µM (top dose mostly 61.6 µM), for the others: at the top dose activity, negative = inhibition, actives largely listed as inhibitors. Gai1:RGS12 GoLoco peptide FP, rhodamine, 10 min. Guanine nucleotide-binding protein G(i) subunit alpha-1 (Homo sapiens), P63096. 0.44% of 230,000 active; active = well fitted inhibition curve with a large enough effect, not every such curve was filed as active; inactive = no such curve, though single readings can be large or run the other way; also: nearly all actives have a fitted effect of over 30% in size; many of its hits are not listed in these tables
RECQ1 inh – qHTS Assay for Inhibitors of RecQ-Like Dna Helicase 1 (RECQ1) | ATP-dependent DNA helicase Q1 (Homo sapiens), P46063 | RECQ1 DNA unwinding, red fluorescence kinetic read | 0.54% of 240,000 active | Potency, µM (series often up to 57.3 µM), for the others: at the highest dose activity, negative = inhibition, usual class: inhibitors;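 also: plate controls were vehicle for no effect and no enzyme for full effect; nearly all actives have a fitted effect of over 30% in size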
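RECQ1T1 50 nM; forked duplex (20 bp + 30-nt ss tails) 200 nM, ATP 2 mM final; pH 8.0, 2 mM MgCl2, 2.5 ug/ml poly(dI-dC); 15 min compound preincubation; discontinuous kinetic read over 2 h at RT.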
L3MBTL1 block – qHTS Assay for the Inhibitors of L3MBTL1 | 0.66% of 230,000 active | AlphaScreen L3MBTL1–H3K9me1 peptide binding | Lethal(3)malignant brain tumor-like protein 1 (Homo sapiens), Q9Y468 | Potency, µM (doses to about 57.1 µM), for inactives: at the top dose activity, negative = inhibition, usual class: inhibitors; also: nearly all actives have a fitted effect of over 60% in size
Target sequence (Q9Y468 whole entry, looked up): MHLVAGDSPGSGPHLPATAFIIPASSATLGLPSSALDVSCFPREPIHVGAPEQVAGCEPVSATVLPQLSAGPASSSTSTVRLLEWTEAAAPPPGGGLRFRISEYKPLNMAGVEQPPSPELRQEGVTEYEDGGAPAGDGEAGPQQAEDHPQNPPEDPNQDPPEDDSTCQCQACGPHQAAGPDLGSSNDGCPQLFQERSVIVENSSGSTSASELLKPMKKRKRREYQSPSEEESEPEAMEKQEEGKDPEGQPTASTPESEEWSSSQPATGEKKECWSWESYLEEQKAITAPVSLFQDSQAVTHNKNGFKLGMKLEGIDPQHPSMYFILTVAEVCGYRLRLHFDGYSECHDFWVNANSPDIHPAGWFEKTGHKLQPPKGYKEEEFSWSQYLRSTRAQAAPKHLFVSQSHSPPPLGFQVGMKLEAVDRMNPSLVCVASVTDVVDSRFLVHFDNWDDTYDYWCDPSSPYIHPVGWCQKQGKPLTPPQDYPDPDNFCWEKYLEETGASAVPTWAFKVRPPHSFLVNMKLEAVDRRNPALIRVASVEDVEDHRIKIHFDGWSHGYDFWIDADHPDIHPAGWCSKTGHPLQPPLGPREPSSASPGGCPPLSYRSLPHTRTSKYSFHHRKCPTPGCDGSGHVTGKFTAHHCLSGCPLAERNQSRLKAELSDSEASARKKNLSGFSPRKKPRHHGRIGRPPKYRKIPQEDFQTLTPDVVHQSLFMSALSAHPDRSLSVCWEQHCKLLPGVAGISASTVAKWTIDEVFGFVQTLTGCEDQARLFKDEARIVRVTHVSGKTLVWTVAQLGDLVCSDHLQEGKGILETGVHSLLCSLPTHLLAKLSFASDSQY
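AlphaScreen assay: L3MBTL1 (50 nM final) was preincubated 30 min at room temperature with biotinylated H3(1-15)K9me1 peptide (75 nM final), then 30 min with library compounds; streptavidin donor and nickel chelate acceptor beads (10 ug/mL final) added, 30 min dark.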
aGlu spleen mod – qHTS Assay for Inhibitors and Activators of Human alpha-Glucosidase From Spleen Homogenate | Lysosomal alpha-glucosidase (Homo sapiens), P10253 | human spleen homogenate, 4-MU-alpha-glucoside fluorescence | Potency, µM (series often up to 79.9 µM), inactives show at the highest dose activity change, negative = inhibition, usual class: inhibitors | 0.006% of 240,000 active;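 also: 0% = enzyme with vehicle and -100% = no enzyme basal signal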
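Human spleen homogenate (1 ug) incubated with compounds and 1 mM 4-methylumbelliferyl-alpha-D-glucopyranoside in pH 5.0 citrate/phosphate buffer, 37 C, 40 min. Stopped at pH 10; 4-MU fluorescence (Ex 365/Em 440 nm); AC50 by Hill fit.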
TRb-SRC2 inh – qHTS for Inhibitors of the Interaction of Thyroid Hormone Receptor and Steroid Receptor Coregulator 2; Thyroid hormone receptor beta (Homo sapiens), P10828; TRbeta-SRC2 peptide binding, fluorescence polarization; receptor liganded with 1 µM T3; Potency, µM (titrated, usually from 106 µM), inactives show at the top dose activity change, negative = inhibition, hits mostly inhibitors; 0.065% of 280,000 active; AID 1469, 2008;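 also: plate controls were bound peptide for no effect and peptide without receptor for full effect; nearly all actives have a fitted effect of over 50% in size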
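A fluorescence polarization screen tested compounds at multiple concentrations against complex formation between 0.6 uM TRb ligand-binding domain and 20 nM Texas Red SRC2 peptide, with 1 uM T3 present; readout after 5 hr.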
TexasRed fluor – Total Fluorescence Counterscreen for Inhibitors of the Interaction of Thyroid Hormone Receptor and Steroid Receptor Coregulator 2. TRb/SRC2 Texas Red total fluorescence interference. Potency, µM (top dose mostly 106 µM), for inactives: at the highest dose fluorescence change, negative = quenching. 0.29% of 280,000 active; active = well fitted curve in either direction with a large enough effect; inconclusive = small, poorly fitted or top-dose-only effect
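Human TRb ligand-binding domain at 0.6 uM with 20 nM Texas Red SRC2 peptide in Tris buffer containing 1 uM T3 and 5% DMSO, incubated with compound 5 h at ambient temperature. Total fluorescence (555/632 nm) calculated as parallel + 2 × perpendicular.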
The depositor's hits bear a star; i = inactive; ? = inconclusive; / = not tested or not shown; [ ] = another dose, or the depositor's remark. Unless noted, calls follow the shape of the dose curve; as a rule, active = well fitted curve in the direction sought with a large enough effect; inconclusive = small, poorly fitted or top-dose-only effect, or another doubt; inactive = no such curve, though single readings can be large; an effect the other way counts as inactive or inconclusive. Unless noted, % is scaled to controls: 0 for no effect and ±100 for the full control effect; potency is read from the fitted curve at half-maximal effect. These rows are one share of the data; rates above refer to the full screens.

| molecule | GAA glycogen | GAA inhib | GoLoco inh red | RECQ1 inh | L3MBTL1 block | aGlu spleen mod | TRb-SRC2 inh | TexasRed fluor |
| --- | --- | --- | --- | --- | --- | --- | --- | --- |
| CSc1cc(-c2ccccc2)n(Cc2c(Cl)cccc2Cl)c(=O)c1C#N | 4% | -1% | -2% | -17% | / | -5% | 3% | 1% |
| COc1ccc(OC)c(NC(=O)c2cc3c(=O)n4ccccc4nc3n2C)c1 | 2% | 2% | -5% | -2% | / | 4% | 5% | -1% |
| O=C(Cc1ccccc1)c1nc2ccccc2s1 | -9% | 3% | 11% | -3% | -16% | -2% | 0%[53 µM] | 0%[53 µM] |
| COc1ccc(OC)c(NC(=O)C2C(C(=O)O)C3(Cl)C(Cl)=C(Cl)C2(Cl)C3(Cl)Cl)c1 (stereo unspecified) | -24% | 2% | 4% | 11% | -15% | -14% | 5% | -3% |
| Cc1ccccc1NC(=O)/C(=C/c1ccccc1)c1ccccc1 | 3% | -4% | -9% | -7% | 12% | 6% | 3% | 1% |
| Cc1cc(C)n(CC2CC(=O)N(c3ccc(Cl)c(Cl)c3)C2=O)n1 (stereo unspecified) | 0% | 2% | 6% | -3% | 10% | -5% | 18% | 5% |
| O=S(=O)(c1ccc(NC(=S)NCc2ccco2)cc1)N1CCCC1 | -2% | 0% | 8% | -4% | 2% | -5% | -4% | -1% |
| CCc1nnc(NC(=O)CSc2nnc(-c3ccc(S(=O)(=O)N4CCCC4)cc3)n2CC)s1 | 7% | 4% | -2% | -10% | ? | -5% | -4% | -5% |
| COC(=O)Nc1ccc(S(=O)(=O)NCCO)cc1 | 0% | 2% | 2% | -10% | / | -1% | -3% | -6% |
| CCOc1ccc(/C(O)=C2/C(=O)C(=O)N(c3ncccn3)C2c2ccccc2)cc1 (stereo unspecified) | 4% | 1% | -48% | -1% | -2% | 7% | -10% | -2% |
| CCCN1C(=O)/C(=N\OCC(=O)NCC(F)(F)F)c2ccccc21 | -2% | -2% | -32% | -11% | 2% | -4% | 3% | -1% |
| Cc1ccc(N2CC(C(=O)Nc3nccs3)CC2=O)cc1 (stereo unspecified) | 14% | -1% | 7% | -4% | -2% | -5% | 1% | -1% |
| Cc1cc(C)nc(-n2nc(C)cc2NC(=O)CN2CCc3ccccc3C2)n1 | 0% | ? | 8% | 0% | 0% | 7% | 7% | 3% |
| CCOC(=O)c1ccc2c(c1)nc(SC/C(O)=C(\C#N)c1nc3ccccc3[nH]1)n2CC | -9% | -5% | 31%[activator] | -1% | -2% | -9% | 6% | 2% |
| Cc1ccc(C)n1-c1nn(S(=O)(=O)c2cccc3cccnc23)c2cccc(F)c12 | -12% | / | 3% | 13% | / | -1% | 2% | 2% |
| Cc1onc(-c2ccccc2)c1C(=O)Nc1cccnc1 | 26% | -1% | -2% | -7% | 31%[activator] | 0% | -19% | 0% |
| Cc1cc2nc(-c3ccc(SCC(=O)Nc4ccc5c(c4)OCCO5)nc3)[nH]c2cc1C | 8% | 2% | 156%[activator] | -5% | -9% | -7% | 8% | 2% |
| COc1ccc(-c2nc(Cn3c(SCc4ccccc4F)nc4ccncc43)c(C)o2)cc1 | -12% | -2% | -4% | -7% | / | 2% | -4% | 1% |
| CCc1ccc(-c2nc(CSCC(=O)NCc3ccco3)c(C)o2)cc1 | -7% | -6% | 15% | -1% | / | 3% | -2% | -2% |
| S=C1NCCOCCOCCOCCN1 | -15% | 1% | -10% | i | 3% | -1% | -5% | -4% |
| CC(=O)N1CCc2c(sc(NC(=O)CN3C(=O)CCC3=O)c2C(N)=O)C1 | 3% | -7% | -1% | -1% | -5% | -2% | -3% | 0% |
| Cc1cc2nc(CSc3ccc(Cl)cc3)cc(=O)n2[nH]1 | 19% | 11% | 6% | i | 8% | 2% | 8% | 1% |
| Cc1cccc(C)c1NC(=O)COC(=O)c1cc(-c2cccnc2)nc2ccccc12 | 14% | -7% | 10% | -7% | 0% | -13% | -1% | 3% |
| CC1N=C(N)C(c2nc3ccccc3n2C)=C1O (stereo unspecified) | 2% | 4% | 14% | 0% | 14% | / | 0% | -1% |
| O=C(N/N=C/c1sc(N2CCOCC2)nc1-c1ccccc1)c1cccc(S(=O)(=O)N2CCCC2)c1 | 3% | 4% | 1% | i | -6% | -9% | -2% | -3% |
| Cc1ccc(S(=O)(=O)NN=C2C3CC4CC(C3)CC2C4)cc1[N+](=O)[O-] | -6% | -2% | 2% | -4% | 7% | -5% | -7% | -1% |
| CCOC(=O)c1cccc(NC(=O)CN(C)S(=O)(=O)c2cnc[nH]2)c1 | 12% | 4% | -1% | i | -1% | 0% | -8% | 1% |
| O=c1[nH]c(CCl)nc2cc(-c3ccc(Cl)cc3)sc12 | 4% | -1% | 5% | -6% | / | -14% | -15% | -1% |
| Nn1c(SCc2ccc(Br)cc2)nnc1-c1ccccn1 | 20% | 5% | 10% | 2% | ? | 10% | -5% | -2% |
| COc1ccc(-c2c(NC(=O)c3ccco3)n(-c3ccc(C)cc3)nc(C)c2=O)cc1 | 9% | / | -11% | i | 45%[activator] | -3% | -9% | -2% |
| O=C(NCC(=O)N(c1cccc(F)c1)C(C(=O)NC1CCCC1)c1cccnc1)c1cccs1 (stereo unspecified) | 0% | 1% | -8% | -5% | ? | 4% | 7% | -1% |
| NC(=O)C1CCN(C(=O)c2ccc(Oc3cc(Cl)cc(Cl)c3)o2)CC1 | -8% | ? | -7% | -6% | 29% | 5% | -6% | -9% |
| C#CCNC(=O)C1=C[C@H](c2ccc(Br)cc2)C[C@H](OCCCCO)O1 | 0% | / | 3% | -19% | 11% | -3% | 1% | -2% |
| COc1ccccc1OCCNC(=O)Cc1ccc(Cl)c(Cl)c1 | 0% | -9% | 9% | -2% | / | -9% | 6% | 0% |
| CC(=O)Oc1ccc(C(=O)[C@H]2[C@H]3C(=O)N(c4ccccc4)C(=O)[C@H]3[C@@H]3C=CC=NN32)cc1 | -13% | 4% | 75%[activator] | 4% | -2% | 1% | 9% | 1% |
| CN1C(=O)/C(=C/c2ccc(O)c([N+](=O)[O-])c2)N(C)C1=S | -1% | 6% | 18% | i | -11% | 4% | -2% | -1% |
| Cc1ccccc1C(=O)N1CCC(C(=O)Nc2nccs2)CC1 | ? | -5% | 10% | 17% | 3% | 0% | 12% | -1% |
| C=CCn1c(SCC(=O)c2ccc(O)c(O)c2)nnc1-c1cccnc1 | ? | / | -6% | 8.9µM* | 6.3µM* | 6% | 2% | -2% |
| CCCOc1ccc(NC(=O)C2CC(=O)N(C)C(=Nc3cccc(OC)c3)S2)cc1 (stereo unspecified) | 15% | 9% | 4% | -7% | -2% | 1% | 0% | -2% |
| CCCCCCC(C)NC(=S)Nc1cc(S(=O)(=O)N(C)C)ccc1C (stereo unspecified) | 5% | -6% | 7% | -5% | -2% | -13% | 0% | 0% |

Arranged by formula weight (ascending): some entries from above.
| molecule | GAA glycogen | GAA inhib | GoLoco inh red | RECQ1 inh | L3MBTL1 block | aGlu spleen mod | TRb-SRC2 inh | TexasRed fluor |
| --- | --- | --- | --- | --- | --- | --- | --- | --- |
| NC(=O)C1CCN(C(=O)c2ccc(Oc3cc(Cl)cc(Cl)c3)o2)CC1 | -8% | ? | -7% | -6% | 29% | 5% | -6% | -9% |
| C#CCNC(=O)C1=C[C@H](c2ccc(Br)cc2)C[C@H](OCCCCO)O1 | 0% | / | 3% | -19% | 11% | -3% | 1% | -2% |
| O=C(NCC(=O)N(c1cccc(F)c1)C(C(=O)NC1CCCC1)c1cccnc1)c1cccs1 (stereo unspecified) | 0% | 1% | -8% | -5% | ? | 4% | 7% | -1% |

Continuation.
| molecule | GAA glycogen | GAA inhib | GoLoco inh red | RECQ1 inh | L3MBTL1 block | aGlu spleen mod | TRb-SRC2 inh | TexasRed fluor |
| --- | --- | --- | --- | --- | --- | --- | --- | --- |
| Cc1cc(NC(=O)/C=C\C(=O)O)c([N+](=O)[O-])cc1C | 4% | / | 0% | i | -13% | -3% | -12% | 0% |
| O=C(CCN=C1NS(=O)(=O)c2ccccc21)N1CCc2ccccc2C1 | 5% | -6% | 1% | i | 5% | 4% | 6% | 0% |
| Cc1ccc(-c2ccc(=O)n(CC(=O)NCCN3CCCCC3C)n2)cc1 (stereo unspecified) | 3% | -5% | -1% | -4% | 4% | -2% | -9% | -3% |
| N=C(N)N=Nc1c(O)[nH]c2ccc(Br)cc12 | 16% | -3% | 0% | -14% | -28% | -5% | 0% | -3% |
| COc1ccc(C(=O)C2CCCCC2=O)cc1 (stereo unspecified) | -2% | -7% | 6% | 13% | / | 4% | 4% | -1% |
| O=C(Nc1ccc(S(=O)(=O)Nc2nccs2)cc1)C1=NN(c2ccccc2)C(=O)CC1 | -3% | -14% | 15% | -3% | -6% | 2% | 6% | -3% |
| CCOC(=O)c1c(/N=C/c2ccccc2O)sc2c1CCC2 | 18µM* | 4% | / | -10% | -3% | 0% | -1% | -2% |
| CCN(CC)S(=O)(=O)c1cccc(C(=O)Nc2ccccc2)c1 | -2% | -4% | 9% | -12% | 3% | -4% | -5% | 0% |
| Cc1sc2ncnc(N3CCN(CCOc4ccc(Cl)cc4)CC3)c2c1C | -5% | -7% | 7% | -19% | / | -6% | 1% | 2% |
